HCT116 PTEN-null: growth suppressors of cells with PTEN tumor suppressor deletion; 140,000 compounds, 1.2% hits; AID 827; viability, % at 10 µM; HCT116 PTEN-null viability, CellTiter-Glo, 60 h; hits give low values;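 active = viability at or below a set limit, 4 SD under the median of all tested compounds, cut at about 3.7% in these data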;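 note: PTEN knockout HCT116 line with beta catenin targeted HCT116 as companion control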
NPY Y2 blocker: blocks the human neuropeptide Y Y2 receptor. NPY-Y2 expressing cells, antagonist mode. inhibition, % at 2.7 µM. 140,000 compounds, 0.99% hits. AID 793. P49146; in the data active = inhibition above about 17%;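 note: 0% = vehicle with agonist challenge and 100% = reference antagonist with challenge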
Target sequence (P49146 whole entry, looked up): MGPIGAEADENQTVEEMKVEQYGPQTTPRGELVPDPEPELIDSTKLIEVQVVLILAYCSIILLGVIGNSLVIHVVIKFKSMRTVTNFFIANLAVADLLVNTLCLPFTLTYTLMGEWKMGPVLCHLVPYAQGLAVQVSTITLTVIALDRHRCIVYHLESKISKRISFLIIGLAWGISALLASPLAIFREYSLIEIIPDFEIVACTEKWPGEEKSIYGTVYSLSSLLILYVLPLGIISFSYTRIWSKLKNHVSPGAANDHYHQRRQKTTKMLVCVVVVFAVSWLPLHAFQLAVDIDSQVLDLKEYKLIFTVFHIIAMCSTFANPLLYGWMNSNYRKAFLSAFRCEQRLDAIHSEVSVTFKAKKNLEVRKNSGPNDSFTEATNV
HCT116 bCat-KO: beta-catenin-lacking colon tumor cell growth suppression; HCT116 beta-catenin knockout viability, CellTiter-Glo, 60 h; hits give low values; viability, % at 10 µM; 140,000 compounds, 1.5% hits;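 active = viability at or under a set limit, the compound median less 4 SD, cut at about 6% in these data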;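 note: 0% = Hyamine 1622 control at 20 µM and 100% = untreated cell control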
GALR2 blocker: antagonists of human galanin receptor 2 (GALR2) | O43603 | GALR2-expressing cells, antagonist mode | inhibition, % at 4 µM | 140,000 compounds, 0.39% hits | AID 828; in the data active = inhibition above about 27%;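 note: cells stimulated with galanin 1-16 at roughly its EC80; 0% = agonist challenge control and 100% = basal control without agonist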
Target sequence (O43603 whole entry, looked up): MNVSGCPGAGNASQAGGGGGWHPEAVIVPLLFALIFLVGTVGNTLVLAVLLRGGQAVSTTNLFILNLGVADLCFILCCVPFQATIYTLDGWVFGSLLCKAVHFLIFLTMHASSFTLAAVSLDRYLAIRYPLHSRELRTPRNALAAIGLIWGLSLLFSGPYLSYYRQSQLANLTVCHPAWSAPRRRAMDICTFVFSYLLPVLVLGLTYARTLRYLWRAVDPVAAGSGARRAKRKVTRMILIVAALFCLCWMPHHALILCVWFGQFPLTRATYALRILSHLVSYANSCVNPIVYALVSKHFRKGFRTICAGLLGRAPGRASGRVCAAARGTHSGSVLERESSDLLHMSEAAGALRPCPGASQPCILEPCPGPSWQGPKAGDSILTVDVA
BB579 growth dn: yeast BB579 growth reduction in restrictive medium; S. cerevisiae BB579 growth, OD615, 48 h; inhibition, % at 10 µM; 140,000 compounds, 0.51% hits; AID 804;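 active = inhibition above a set limit, 3 SD over the mean compound inhibition, cut at about 44% in these data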; note: inactives centre near -24
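Material: Saccharomyces cerevisiae DeaD strain BB579, replicative lifespan model yeast; buffer or medium: CSMM-D restrictive synthetic medium containing dextrose (glucose); compound: 10 µM single dose, DMSO 0.25%; timing: 48 h compound exposure at 30 °C after 4 h preincubation; signal: turbidity as optical density at 615 nm; benchmarks: positive control amphotericin B 10 µg/mL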
Yeast life ext: extends the lifespan of yeast | S. cerevisiae growth with nicotinamide, OD615; deaD strain in restrictive glucose medium | 130,000 compounds, 0.68% hits | inhibition of the nicotinamide effect, % at 10 µM;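 active = inhibition above a set limit, placed 3 SD over the median of all compounds, cut at about 26% in these data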;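 note: 0% = nicotinamide-treated wells and 100% = cells grown without nicotinamide; some compounds called inactive have numbers as strong as hits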
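Assay system: DeaD-strain S. cerevisiae. Medium: CSMM-D glucose medium, restrictive. Reagent: nicotinamide, 1.5 mM, co-present with compound. Compound: 10 µM single point, 0.25% DMSO. Schedule: culture preincubation 4 h, compound exposure 48 h, both 30 °C. Detection: absorbance at 615 nm.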
E-sel TNF inh: TNF alpha driven E-selectin expression inhibition | HUVEC TNFa-induced E-selectin immunofluorescence, high content | inhibition, % at 2 µM | 120,000 compounds, 0.71% hits | AID 1246;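 active = inhibition above the batch mean plus 3 SD, and confirmed as a hit on visual image review, cut at about 43% in these data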;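 note: 0% = TNF-stimulated DMSO wells and 100% = unstimulated control wells; not every result past the cut was called active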
Measles CPE: protection of cells from measles virus; protection (pct of control), % at 4 µM; 140,000 compounds, 1.5% hits; AID 841; Measles virus-infected cells, CPE protection, absorbance; in the data active = protection mostly above about 24%, no sharp cut-off; inactive = mostly below about 26%; note: some compounds called inactive have numbers as strong as hits
Phagocyt inh: inhibitors of macrophage phagocytosis; inhibition, % at 5 µM; J774A.1 macrophage IgG-bead phagocytosis, imaging; 110,000 compounds, 0.07% hits;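 active = inhibition above the mean of the plate negative controls plus 5 SD, cut at about 13% in these data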;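 note: phagocytic index as fraction of beads internalized from green versus red external bead signal; plate controls were DMSO negative control for no effect and cytochalasin-D positive control for full effect; some results beyond the cut were filed as inactive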
MRP1 act: activates MRP-1. AID 799. viability increase, % at 10 µM. H69AR cells + doxorubicin, viability rescue, CellTiter-Glo. 140,000 compounds, 0.61% hits;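 active = viability gain under doxorubicin at or above a set limit, the compound median plus 3 SD, cut at about 4.7% in these data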;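 note: MRP-1 overexpressing cells given doxorubicin 25 µM after compound pretreatment; 18-22 h compound pretreatment then 72 h with doxorubicin before readout; 0% = doxorubicin-only wells and 100% = vehicle-treated cells without doxorubicin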
* = called active by the depositor; . = no result given.

SMILES	HCT116 PTEN-null	NPY Y2 blocker	HCT116 bCat-KO	GALR2 blocker	BB579 growth dn	Yeast life ext	E-sel TNF inh	Measles CPE	Phagocyt inh	MRP1 act
CC(C)Oc1ccc(C2CC(=O)N(c3ccccc3)C2=O)cc1 (configuration not stated)	104	0	101	-2	-59	-6	26	11	-2	0.2
Cc1ccc(NC(=O)c2ccccc2O)cc1	51	-1	61	25	-15	-8	-3	6	.	-3.5
CCCNc1nc2c(c(=O)[nH]c(=O)n2C)n1CCC(C)C	100	8	111	5	-34	1	17	11	1	-0.1
O=c1[nH]c2ccccc2n1CCCN1CCN(C(c2ccccc2)c2ccccc2)CC1	9	12	5.6*	8	-21	3	.	32	.	-2.9
Cc1ccc(S(=O)(=O)n2cc(-c3ccccc3)c(N)n2)cc1	79	0	80	27	-43	0	7	10	-2	-0.9
Cc1ccc(C)c(-c2cc(C(=O)NNC(=S)NCC(C)C)c3ccccc3n2)c1	68	8	74	-2	31	-5	.	13	-10	-1.8
Cc1c(NC(=O)C(C#N)=C2CCCCC2)c(=O)n(-c2ccccc2)n1C	110	1	108	-6	-29	-5	.	7	0	-0.2
c1ccc(OCc2nc(-c3cccs3)no2)cc1	85	2	97	-18	-8	-5	5	13	0	-3.5
COc1ccc(OC)c(S(=O)(=O)NC2CCN(Cc3ccccc3)CC2)c1	66	4	59	-12	-12	-2	.	30	-2	-2.8
COc1cc(C(=O)NCc2ccccc2)cc(Br)c1OC	97	4	100	5	-29	3	.	12	-2	-0.5
COc1cc(OC)c(-n2c(C)cc(C=O)c2C)cc1Cl	78	1	81	-2	-52	40*	-3	9	-2	-0.1
CCC1Oc2ccc(C)cc2N(CC(=O)NCCCN2CCCCC2CC)C1=O (configuration not stated)	88	2	91	-3	-10	-5	-1	14	.	-1.2
CCOC(=O)c1sc2ccccc2c1NC(=O)c1coc2ccccc2c1=O	92	0	90	-6	-15	1	.	14	.	-2.8
COC(=O)c1c(C(=O)OC)c2n(c1C)Cc1ccccc1C2	90	0	96	2	-48	-13	-3	3	-1	-1.1
COc1ccc(NS(=O)(=O)c2ccc(N3CCOCC3)c(NC(=O)c3ccc(OC)cc3)c2)cc1	78	3	80	0	-22	6	.	9	-3	-2.5
CCN(CC)CCn1c(NCc2cccc(OC)c2)nc2ccccc21	78	14	69	-3	2	-8	-4	5	-2	-3.0
O=C(COc1ccc(Br)cc1)N1CCC(c2ccccc2)C1 (configuration not stated)	96	4	95	10	-25	-19	9	0	.	-0.6
O=C(CCNC(=O)c1ccc(Br)o1)NCc1ccc(Cl)cc1	94	5	102	-13	14	1	-29	30	0	-2.5
CCN1CCN(C(=S)Nc2ccc(Cl)cc2Cl)CC1	85	1	92	4	-55	-6	8	16	1	1.4
C/C(=N\Nc1cc(Cl)nc(C)n1)c1ccc(Cl)c(Cl)c1	83	-1	90	0	-35	-9	.	2	-1	-1.4
Cc1cc(Cl)ccc1NC(=S)NCc1ccc(Cl)cc1	108	4	87	-7	-7	-5	-21	28	0	-3.7
COc1ccccc1C1SCCN1S(=O)(=O)c1cccc(C(F)(F)F)c1 (configuration not stated)	71	4	67	10	-8	-1	4	10	0	-3.4
CCC1Oc2ccc(C)cc2N(CC(=O)NCCCN2CCN(Cc3ccccc3)CC2)C1=O (configuration not stated)	88	9	77	10	-27	-4	-13	14	0	-2.2
CC12CCC(C(=O)N(NC(=O)c3ccccc3Cl)C1=O)C2(C)C (configuration not stated)	85	3	105	4	0	-1	.	14	-7	-0.4
O=S(=O)(NCc1cccnc1)c1ccc(Cl)nc1	87	-1	87	0	-45	-2	0	9	.	-0.4
Cc1cc(C)nc(SCC(=O)Nc2ccc(S(=O)(=O)NC(C)(C)C)cc2)n1	91	-1	89	-6	-58	-3	8	13	0	-3.1
Cc1ccc(N(C)S(=O)(=O)c2ccc(C)cc2)cc1	104	3	98	-12	-31	11	14	27	-1	0.7
COc1ccc(N(CCCN2C(=O)c3cccc4cccc(c34)C2=O)C(=O)c2cccs2)cc1	82	3	78	-1	-66	2	.	10	-15	-2.1
O=C(Nc1c(C(=O)N2CCCCC2)cnn1-c1ccccc1)c1ccco1	108	2	101	-2	-26	0	1	31	.	-2.0
Cc1cccc(Cn2c(NCC(C)O)nc3c2c(=O)n(C)c(=O)n3C)c1 (configuration not stated)	96	3	89	-3	-32	-3	-22	15	-4	-1.8
Cc1cc(-c2ccccc2)n2ncc(-c3ccccc3)c2n1	75	0	83	13	1	-5	.	23	0	-2.7
CCc1cc2c(=O)c(-c3nc4ccccc4n3C)c(COCC(=O)O)oc2cc1OC(=O)C(C)(C)C	87	1	85	26	-27	-17	-5	6	-1	-2.0
O=C(Cc1ccccc1)Nc1ccc(N2CCCC2)cc1	94	0	92	3	-14	-12	4	18	1	-1.1
S=C1NC2=C(CCCC2)C2(CCCCC2)N1	101	3	97	-10	0	.	18	6	.	-2.6
CCS(=O)(=O)N1Cc2ccccc2CC1C(=O)Nc1nc2c(C)cccc2s1 (configuration not stated)	70	0	73	15	-29	13	-20	12	1	-4.0
C/C(=N/NC(=O)c1cn(-c2cccc(C)n2)cn1)c1ccc(C)cc1	103	0	106	7	-21	-7	-32	12	.	-1.7
O=C(NCCc1csc(-c2ccccc2)n1)c1cccs1	103	0	93	-14	-19	-8	-1	8	0	-1.2
COc1ccc2cnn(-c3ccccc3C)c(=O)c2c1OC	83	1	79	10	-30	-1	-17	3	.	-4.2
CCOC(=O)C1CCCC(NS(=O)(=O)c2ccc(NC(C)=O)cc2)C1 (configuration not stated)	87	3	98	1	-33	-3	9	91*	-2	-1.6
CCc1cccc(C)c1NC(=O)CN1C(=O)c2ccccc2S1(=O)=O	88	0	92	5	-14	-10	.	2	1	-2.0
CCCS(=O)(=O)c1nc(S(=O)(=O)c2ccc(C)cc2)c(NCCN2CCOCC2)s1	90	1	86	5	-18	-5	-3	5	-2	-3.1
Cc1ccc(C(C(=O)NC2CCCC2)N(C(=O)c2csnn2)C2CCCC2)o1 (configuration not stated)	84	5	96	0	-42	-4	6	11	0	-1.5
CN1/C(=C/C(=O)c2nc(S(C)(=O)=O)ncc2Cl)C(C)(C)c2ccccc21	2.6*	0	2.0*	20	14	-7	90*	1	5	-2.7
c1ccc(N2CCN(c3ncnc4scc(-c5cccs5)c34)CC2)cc1	20	9	29	8	-47	-15	-6	2	-1	-4.3
CCC(=O)OCc1c(C(F)(F)F)nn(C)c1Sc1ccc(F)cc1	102	7	100	0	-9	-24	13	6	.	-3.6
Cc1nc2c(cc1C(=O)N/N=C/c1ccc(O)c(O)c1)c(=O)n(C)c(=O)n2C	96	1	89	-9	-44	0	-14	11	-9	-0.7
O=C(NCCCN1CCOCC1)c1cc2c(s1)CCCC2	102	4	94	-7	14	-19	-37	10	0	-1.2
CCc1ccc(OCC(O)CN2CCC(CN3C(=O)c4cccc5cccc(c45)C3=O)CC2)cc1 (configuration not stated)	1.2*	5	1.1*	-5	-18	3	.	10	5	-4.8
O=C(Nc1ccc(-c2noc(-c3ccccc3F)n2)cc1)c1cccs1	83	1	85	3	-41	-4	.	29	.	-1.1
COC(=O)/C(=C\Nc1cccc(Cl)c1C)c1ncc(C(F)(F)F)cc1Cl	66	4	48	11	-5	-7	11	4	0	-1.6
Cc1cccc(NC(=S)/N=C(\N)Nc2nc(C)c3cc(C)ccc3n2)c1	42	13	51	4	-9	-3	.	23	2	-1.6
COc1ccc(-c2c(C#N)c(SCc3c(C)noc3C)nc3c2C(=O)CC(C)(C)C3)cc1	82	3	74	-4	-36	-5	-52	14	2	-0.9
COc1ccccc1CNCc1cccs1	96	1	98	-8	-15	-6	.	1	.	0.0
Cc1cc(C)c2cc(CN(CC3CCCO3)S(=O)(=O)c3ccc4c(c3)OCCO4)c(=O)[nH]c2c1 (configuration not stated)	100	2	89	3	-47	-12	5	5	0	-2.7
Cc1nn(-c2ccccc2)c(C)c1NC(=O)COc1ccc(Br)cc1Cl	48	4	41	-5	-51	2	27	17	-8	3.0
CC1(C)Cc2c(sc(NC(=O)c3ccc(Br)o3)c2C#N)CO1	96	1	86	-2	22	-6	-1	5	-4	2.0
COc1ccc2c(=O)c(-c3ccccc3C)c(C)oc2c1	96	1	106	10	-45	0	-32	4	2	-1.1
COc1ccc2[nH]c(=O)c(CN(CCO)S(=O)(=O)c3ccc4c(c3)OCCO4)cc2c1	89	2	89	-9	-4	-20	-12	29	-1	-3.9
O=C(COC(=O)[C@H](Cc1ccccc1)NC(=O)c1cccs1)NC1CCCCC1	86	1	104	-13	-28	2	-17	14	-6	-0.4
Cc1c(Br)cc(C(=O)NCc2ccco2)c(C)c1C	87	1	86	1	-11	13	2	103*	-1	-2.0
Later entries.
SMILES	HCT116 PTEN-null	NPY Y2 blocker	HCT116 bCat-KO	GALR2 blocker	BB579 growth dn	Yeast life ext	E-sel TNF inh	Measles CPE	Phagocyt inh	MRP1 act
CCc1ccc(Nc2oc(C)cc(=O)c2C(C)=O)cc1	100	-1	89	10	-27	17	47	5	-2	1.2
Cc1cc(Nc2cccc(C(F)(F)F)c2)n2nc(C)nc2n1	68	1	65	15	-40	-10	-2	8	-4	-4.5
CC(C)OC(=O)CSc1nnc(-c2ccc(C(C)(C)C)cc2)n1N	90	0	100	0	-4	-13	25	12	1	-3.2
CCc1nnc(NC(=O)CCN(c2ccc(C)cc2)S(=O)(=O)c2ccccc2)s1	93	2	89	-17	-3	1	.	27	.	-2.9
Cn1c(CCN2CCN(c3ccc(F)cc3)CC2)nc2cc(NC(=O)c3ccco3)ccc21	89	3	94	4	-34	-2	.	8	1	-2.3
Cc1ccc(N2C(=O)c3ccccc3C2Nc2ccc(S(=O)(=O)N3CCCCC3)cc2)nc1 (configuration not stated)	82	2	78	-5	-26	-2	19	1	.	-1.2
Cc1c(Cl)cccc1NC(=O)NC1CCCCC1	95	1	92	0	-48	-1	4	2	-1	-3.4
CCOC(=O)c1cc2sccc2n1CC(=O)Nc1ccc2c(c1)OCCO2	81	2	93	-13	-7	-9	-36	5	0	-2.1
Cc1ccc(-n2c(SCC(N)=O)nc(O)cc2=O)cc1	96	-1	95	5	-25	0	11	3	6	1.3
CC(=O)Nc1ccc(OCC(O)CN2CCN(c3ccc(Cl)cc3)CC2)cc1 (configuration not stated)	91	1	88	-2	-45	.	-33	8	.	0.0
CC1CCCCN1Cc1nc2c(c(=O)n(C)c(=O)n2C)n1CCc1ccccc1 (configuration not stated)	80	11	73	1	-80	-4	18	5	.	-0.7
COc1ccccc1CNC(=O)CCN1C(=O)COc2ccc(C)cc21	98	5	106	4	-19	0	20	8	.	-2.0
